# Source: PubChem
# Hep lipid drop – hepatic lipid droplet formation modulation | AML12 mouse hepatocytes, oleate lipid droplets, BODIPY imaging | hit rate 0.4% among 240,000 | inhibition, % at 6.5 µM;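 active means lipid droplet intensity inhibited by at least 50%, with more than 500 cells counted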
#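 Assay system: AML12 mouse liver cells | Compound: 6.5 µM single-point dosing | Schedule: Overnight exposure | Technique: Fluorescence imaging, 20x objective, two fields per well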
# Dynein transport – dynein cargo transport inhibition | z-score, hits read low | hit rate 0.47% among 220,000 | 3617.4 mouse cells, GR-EGFP nuclear translocation imaging; test concentration mostly 20 µM; stimulated with dexamethasone, 1 µM; hits give low values;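 active means plate z-score of nuclear minus cytoplasmic receptor signal below a set negative limit, without overly bright fluorescence or cell loss, cut at about -3.5 in these data, passing the limit was not always enough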;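 further: z-score of nuclear minus cytoplasmic ring GR-EGFP intensity difference per well; some compounds called inactive have numbers as strong as hits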
#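 Also added – dexamethasone, 1.0 µM final · Buffer or medium – tet-free, stripped-serum medium · Schedule – induction 48 h, compound 1 h, agonist 30 min · Detection – formaldehyde fixation, Hoechst nuclear stain, 10x automated fluorescence imaging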
# P. falciparum M1AAP – malaria alanyl aminopeptidase activity blockers – biochemical, fluorogenic H-Leu-NHMec substrate, 1536-well (AID 1445) | hit rate 0.42% among 220,000 | recombinant M1AAP, H-Leu-NHMec fluorogenic kinetic assay; higher % means a stronger effect | inhibition, % at 30 µM; hits with a dose series show IC50 in µM;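 active means primary inhibition above the hit cutoff, then over 50% inhibition at one or more dose response concentrations, cut at about 23% in these data, passing the limit was not always enough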;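 further: plate controls were DMSO full reaction for no effect and no enzyme background for full effect; strong numbers were not always called active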
# Autophagy HCS – autophagy modulation, high-content screen; calls only at 10 µM (by protocol); AID 463193; hit rate 0.98% among 190,000; MEF GFP-LC3 puncta imaging; test concentration mostly 10 µM;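 active means percentage of spot-positive cells more than 3 SD above its plate mean, without a fluorescence outlier flag or 80% toxicity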;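 further: spot-positive cell cutoff set from DMSO-treated cells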
# Insulin prom up – MIN6 insulin promoter up-regulation | MIN6 insulin promoter-GFP reporter, high-content imaging; hits give high values | z-score at 5 µM | hit rate 0.3% among 190,000 | AID 1625;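 active means z-score above 3 at 5 µM with at least 500 cells counted in the well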
# M17LAP inhibition – P. falciparum M17LAP inhibitors, primary screen, biochemical, fluorogenic H-Leu-NHMec substrate, 1536-well (AID 1619). recombinant M17LAP, H-Leu-NHMec fluorogenic kinetic assay; higher % means a stronger effect. inhibition, % at 30 µM, or IC50 in µM where a hit was titrated. hit rate 0.38% among 220,000;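 active means compound inhibiting the enzyme by more than half at any dose during confirmatory dose-response retesting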;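 further: plate controls were full reaction with DMSO carrier for no effect and no enzyme background for full effect; strong numbers were not always called active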
# Yfh1-depleted yeast – enhancers of respiration in Yfh1-depleted yeast, dose response, Friedreich's ataxia, plus single-dose screen (AID 1465); S. cerevisiae Yfh1-off respiration, WST-1 reduction, 72 h; higher fold induction means a stronger effect; one-dose fold induction at 50 µM; EC50 in µM for titrated hits; hit rate 0.074% among 220,000;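 active means fold induction of absorbance versus untreated yeast above a set limit, then at least 30% activation at any dose in follow-up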;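 further: activators that raise dye reduction in frataxin-depleted yeast; strong numbers were not always called active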
# MT stabilize HCS – microtubule stabilizers in HeLa cells. HeLa tubulin immunostaining HCS, 24 h; share of cells brighter than vehicle mean+2SD. % tubulin-high responders, % at 10 µM. hit rate 0.83% among 200,000;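 active means plate Z-score above 3 for both tubulin-high and condensed-nucleus cell shares, with cell loss under 80%, at 10 µM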;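 further: anti alpha tubulin signal scored within the nucleus-defined area of each cell; some results filed as inactive read as strong as hits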
# CSM14.1 death rescue – rescue of cells from ER stress-induced death, primary screen, 384-well, CSM14.1, thapsigargin, ATP luminescence (AID 1222); CSM14.1 thapsigargin-induced death rescue, ATP luminescence; higher % means a stronger effect; one-dose cellular ATP content (survival), % at 20 µM; EC50 in µM for titrated hits; 190,000 tested, under 10 active;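 active means EC50 below 50 µM in the dose-response confirmation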;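 further: death triggered by thapsigargin at about 15 µM added after 2 h compound pretreatment; cell ATP read after overnight thapsigargin exposure of roughly 18 to 22 hours; normalized against plate controls of thapsigargin alone and 5% DMSO vehicle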
# Dynein transport cytoplasmic EGFP – recorded beside Dynein transport, whose call it bears; z-score; measured here: cytoplasmic GR-EGFP intensity; hits give high values
# Dynein transport nuclear GR-EGFP – also measured in Dynein transport; calls as there; z-score; measured here: nuclear GR-EGFP intensity;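 lower value marks the stronger effect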
# Dynein transport cell count – second read-out of Dynein transport, no call of its own (marks repeat the call); z-score; measured here: cell count per field
# Insulin prom up cell count – recorded beside Insulin prom up, whose call it bears; cell count; measured here: cytotoxicity, nuclei count;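 total cells summed across four imaged fields per well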
# Hep lipid drop cells 6.5 µM – further read-out of Hep lipid drop, marked with its call; cell count; measured here: cell count, cytotoxicity flag;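 cells counted across two imaged fields per well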
# MT stabilize HCS Hoechst-high % – also measured in MT stabilize HCS; calls as there; % Hoechst-high responders; measured here: nuclear condensation Hoechst responders;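 share of cells brighter than vehicle mean plus two SD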
# MT stabilize HCS cytotoxicity % – second read-out of MT stabilize HCS, no call of its own (marks repeat the call); toxicity, %; measured here: cytotoxicity by cell density;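 0% = mean cell density of plate MIN control wells and 100% = no cells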
# Autophagy HCS cell loss 18 h – second read-out of Autophagy HCS, no call of its own (marks repeat the call); toxicity, %; measured here: cell loss, nuclei count;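 cell loss after 18 h compound exposure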
# Active calls of the source: *; i = inactive; / = no result given.
SMILES,Hep lipid drop,Hep lipid drop cells 6.5 µM,Dynein transport,Dynein transport cytoplasmic EGFP,Dynein transport nuclear GR-EGFP,Dynein transport cell count,P. falciparum M1AAP,Autophagy HCS,Autophagy HCS cell loss 18 h,Insulin prom up,Insulin prom up cell count,M17LAP inhibition,Yfh1-depleted yeast,MT stabilize HCS,MT stabilize HCS Hoechst-high %,MT stabilize HCS cytotoxicity %,CSM14.1 death rescue
O=C(c1cccn2c(=O)c3cc(Cl)ccc3nc12)N1CCOCC1,4.5,717,-0.592,-0.122,-0.323,1.06,15.4%,i,-6.3,1.36,1245,-193.9%,i,2.9,2.4,8.0,/
NNC(=O)/C=C/c1ccc(Cl)cc1Cl,-7.5,677,-1.35,-0.184,-0.639,1.04,2.1%,i,20.1,0.43,1205,4.5%,i,5.4,2.0,1.4,/
COc1ccc(C)cc1NC(=O)c1cc2ccccc2o1,/,/,-0.842,-0.405,-0.651,1.15,-2.4%,i,1.6,0.64,1292,8.9%,i,4.7,2.7,6.1,0.1%
CCOC(=O)c1c(Nc2nc(C)c(C(=O)NC)s2)sc(C)c1C,0.1,657,0.238,-0.167,0.319,-0.615,-0.3%,i,-11.2,-0.37,1892,4.7%,i,6.0,2.0,10.6,-3.5%
Cc1oc(-c2cccc(Cl)c2)nc1CSCC(=O)O,/,/,-0.59,-0.248,-0.208,0.221,5.4%,i,6.4,0.41,983,3.5%,i,3.4,3.9,6.8,-0.2%
CC(=O)Oc1ccc(-c2cccc(C(=O)Oc3ccccc3)c2)cc1,-3.7,693,-0.172,-0.0731,0.0211,0.208,11.3%,i,-6.3,/,/,7.8%,i,2.5,2.5,8.9,-3.4%
COc1cc([N+](=O)[O-])ccc1N,-11.6,704,0.348,-0.237,0.362,0.116,1.1%,i,0.3,0.03,1583,10.7%,i,4.8,2.7,7.3,0.0%
Cc1cc(-n2cccn2)ccc1CN1CCN(C2CCCC2)C(CCO)C1 (centres undefined),-7.6,731,-0.138,0.792,0.352,-0.155,4.3%,i,7.0,-0.09,1407,-5.0%,i,4.3,1.8,6.6,-1.3%
O=C(NCCn1cc(SCc2ccccc2)c2ccccc21)c1c(F)cccc1F,-12.3,737,-1.31,-0.218,0.189,0.185,0.1%,i,14.6,-0.18,1073,-1.8%,i,2.6,2.6,7.6,-1.0%
Cc1ccc(Sc2cnc3ccccc3n2)cc1,-3.2,745,-0.225,-0.06,0.105,1.3,8.4%,i,-5.8,-0.25,853,3.8%,i,2.6,1.4,2.1,-2.6%
COc1ccccc1N1CCN(C(=O)CC2NC3CCCCC3NC2=O)CC1 (centres undefined),/,/,-0.634,-0.199,-0.476,0.152,3.1%,i,1.3,-0.45,1349,-0.5%,/,2.2,1.6,7.8,-0.7%
CC1=C(C(=O)N(C)C)C(c2ccc(Cl)c(Cl)c2)NC(=O)N1 (centres undefined),/,/,-0.481,-0.194,-0.232,0.692,2.2%,i,-2.9,-0.56,897,13.9%,i,1.2,1.1,5.2,-0.7%
CC(=O)NC(CC(=O)NC12CC3CC(CC(C3)C1)C2)c1ccccc1 (centres undefined),14.1,646,2.27,-0.255,0.504,-1.45,-0.6%,i,13.2,0.34,1443,6.7%,i,3.7,2.4,6.8,10.2%
Cc1cc(C(=O)OCC(=O)Nc2cccc(S(N)(=O)=O)c2)c2ccccc2n1,1.0,708,-0.00729,-0.217,0.161,-0.427,2.2%,/,/,0.81,1406,-4.8%,i,/,/,/,/
Cc1nc2c(C(=O)Nc3ccc(N4CCCC(O)C4)cc3)snc2c(=O)[nH]1 (centres undefined),0.9,705,-0.425,-0.785,-0.048,-0.648,4.9%,/,/,-0.83,1081,5.5%,i,/,/,/,/
O=C(NCC(c1ccc(F)cc1)N1CCOCC1)c1cccc(Br)c1 (centres undefined),-4.8,639,0.331,-0.291,-0.016,-0.425,-0.1%,i,5.1,0.17,1279,7.2%,i,2.0,2.7,10.6,-0.1%
CCN(Cc1cc(=O)[nH]c2ccccc12)C(=O)c1ccc(C)cc1,-1.0,662,1.16,-0.218,0.547,-1.4,5.3%,/,/,0.18,1059,-3.3%,i,/,/,/,/
O=C1OCC(CO)(CO)N=C1NNc1ccccc1[N+](=O)[O-],-0.5,741,-0.66,-0.157,-0.285,0.443,3.8%,/,/,-0.41,1412,8.2%,i,/,/,/,/
O=C(C1CCCN(S(=O)(=O)c2cccc3nsnc23)C1)N1CCCCCC1 (centres undefined),-10.2,699,-0.72,-0.282,-0.366,0.923,10.3%,i,14.0,-0.58,1280,7.6%,i,5.2,2.5,2.0,3.6%
CC(/C=N/N1CCN(c2ccccc2)CC1)=C\c1ccco1,/,/,-0.513,-0.151,-0.13,0.195,13.2%,i,3.5,-0.42,1571,0.5%,i,2.8,2.0,0.3,-0.9%
COc1nc(-c2ccccc2)ccc1-c1noc(C)n1,10.1,772,0.754,-0.196,0.321,-0.262,-3.9%,i,-4.6,0.33,1165,-2.8%,i,2.0,1.4,7.9,3.6%
Cn1c(C(=O)OC(C(=O)NC(C)(C)C)c2cccnc2)cc2sccc21 (centres undefined),5.0,741,-0.555,-0.334,-0.0684,0.934,7.3%,i,-11.1,0.03,1489,-3.8%,i,3.4,1.2,1.5,0.8%
COc1ccccc1C1=NOC(Cn2c(NCCOCCO)nc3c2c(=O)n(C)c(=O)n3C)C1 (centres undefined),24.7,704,1.28,-0.263,0.617,-0.356,-1.9%,/,/,0.75,1140,-10.2%,i,/,/,/,/
O=C(c1sc2cc([N+](=O)[O-])ccc2c1Cl)N1CCCCC1,1.3,610,-0.0667,-0.261,-0.148,0.0529,0.9%,i,19.7,-0.09,1384,7.5%,i,3.9,3.2,3.8,-0.5%
Cc1ccc(C)c(NS(=O)(=O)c2ccc(OCC(=O)NCC3CCCO3)cc2)c1 (centres undefined),-12.2,626,0.109,-0.272,-0.0684,0.0698,3.0%,i,2.5,-0.91,1572,5.2%,i,1.9,2.1,3.8,0.0%
COc1cc(NC(=O)c2ccccc2)c(OC)cc1NC(=O)CN1CCCCC1,-2.4,760,0.276,-0.195,0.577,-0.795,6.1%,i,19.9,/,/,8.7%,i,3.7,1.5,8.8,9.1%
COc1ccc(/C=C2\SC(=O)NC2=S)cc1OC,-21.6,628,-0.415,-0.135,-0.301,0.521,16.5%,i,-26.1,0.05,1354,-31.6%,i,3.0,2.9,6.0,-1.3%
Cc1cccc(OCCn2c(-c3ccco3)nc3ccccc32)c1,/,/,-0.801,-0.0731,-0.156,-0.871,12.1%,i,6.4,0.46,1194,6.1%,i,2.8,1.3,6.7,-0.6%
COc1ccc(-n2cc(C#N)c(=O)n(Cc3ccc(F)cc3)c2=O)cc1,-4.2,648,-0.701,-0.334,-0.0142,0.297,7.0%,i,5.4,0.33,1216,-1.5%,i,23.5*,36.7*,32.5*,-1.7%
O=C(Nc1cc(Cl)ccn1)C1(c2ccccc2)CC1(Cl)Cl (centres undefined),5.2,759,-0.389,-0.244,-0.167,0.488,1.5%,/,/,-0.49,1387,0.7%,i,/,/,/,/
CCOc1nc(NC(C)C)nc(NC(C)C)n1,/,/,0.592,-0.0731,-0.252,-1.06,-3.6%,i,-7.6,2.08,1688,-1.5%,i,2.6,1.8,3.0,-0.4%
CCCC1CCC(c2ccc(/C(N)=N/O)cc2)CC1 (centres undefined),3.6,674,-0.444,-0.379,-0.744,0.822,9.5%,i,8.6,0.93,1390,-1.0%,i,4.1,1.9,9.7,-0.3%
O=C(O)/C=C/c1ccc(S(=O)(=O)N2CCCCCC2)cc1,-8.0,633,0.136,-0.0175,0.374,-0.138,3.3%,i,-5.4,1.19,1066,-3.6%,i,3.1,2.1,4.8,0.6%
CN(Cc1n[nH]c(=S)n1C)S(=O)(=O)c1ccccc1,/,/,-0.224,-0.0387,0.466,1.55,0.4%,i,-27.6,-0.12,1546,12.3%,i,1.5,1.6,4.6,-3.4%
Cc1nn(Cc2ccc(C(=O)N3c4ccc(F)cc4CCC3C)o2)c(C)c1Br (centres undefined),-4.9,796,-0.243,-0.204,0.112,-0.525,-0.9%,i,17.0,-0.42,1070,-4.3%,i,2.4,1.7,9.4,-0.7%
CCOC(=O)COc1ccc(S(=O)(=O)NCc2ccco2)cc1,17.3,752,0.236,-0.112,0.166,1.55,2.0%,i,-4.2,-1.36,1333,4.8%,i,1.4,1.6,0.3,0.9%
C=CCNc1ncnc2ccccc12,/,/,0.0855,-0.284,0.18,-0.439,/,i,-0.1,0.13,1562,/,i,5.1,4.8,6.8,-0.8%
COC(=O)c1ccc(C(=O)OC)c(NC(=O)CCc2ccc(C)o2)c1,9.3,791,-1.3,-0.0952,-0.515,0.587,16.7%,i,3.5,1.51,1291,-19.8%,i,2.6,1.5,8.1,-2.4%
COc1ccccc1NC(=S)N(Cc1cccs1)C1CCCC1,3.4,732,-0.12,-0.224,-0.0535,-0.11,0.5%,i,-28.0,0.61,1283,-2.1%,i,2.1,1.0,5.4,-1.4%
COc1ccc(C2CC(c3ccccc3)=NN2S(=O)(=O)c2ccccc2)c(OC)c1 (centres undefined),0.0,695,0.856,0.0832,0.572,-1.2,-1.9%,i,2.7,-0.3,1392,-1.2%,i,2.3,3.2,11.9,-0.5%
Cc1ccc(NC(=O)C(Cc2ccccc2)n2cccc2)cc1 (centres undefined),0.8,668,0.745,-0.235,0.79,-0.284,2.1%,/,/,0.05,1140,-2.5%,i,/,/,/,/
